S3 lipid droplet: qHTS Assay for Lipid Storage Modulators in Drosophila S3 Cells; Drosophila S3 cells, BODIPY lipid droplet fluorescence, 18-24 h; cells fed with added oleic acid; Potency in µM for hits, for the others lipid storage change, negative = inhibition, % at the top dose, mostly 46.1 µM; actives 0.64% (n = 320,000); AID 2685, 2010; active = well fitted inhibition curve with a large enough effect in the signal ratio, with a control signal flat, not every such curve was filed as active; inconclusive = small, poorly fitted or top-dose-only effect, or effect the other way, or a change in a side signal; the % refers to the signal ratio
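Laser-scanning cytometry quantifies lipid droplet accumulation (500–530 nm total intensity; droplet/cell object ratio) in oleic acid-fed (400 uM added) Drosophila S3 cells treated with a concentration series. 20 uM Triacsin C defined 100% inhibition.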
S3 lipid droplet cell count max: further read-out of S3 lipid droplet, marked with its call; cell number change, %; measured here: cell count max response;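 cells counted by Cell Tracker Red CMTPX staining in the red channel; peak over a dose series mostly up to 46.1 µM; percent activity relative to internal control wells on each plate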
* marks the source's active call; other numbers are inactive results; i = inactive; ? = inconclusive; . = not tested or not shown. % is scaled to controls: 0 for no effect and ±100 for the full control effect; potency is read from the fitted curve at half-maximal effect. Only part of the results is shown; the hit share may differ from the screen's.

SMILES	S3 lipid droplet	S3 lipid droplet cell count max
CC1CCCC(C)N1S(=O)(=O)c1ccc(NC(=O)CCn2cnc3ccccc3c2=O)cc1 (stereo not given)	?	.
CCCN(CC(=O)Nc1ccccc1OC)C(=O)c1ccc(S(=O)(=O)NCc2ccco2)cc1	?	.
COc1ccc(-c2ccnc3nc(-n4cccc4)nn23)cc1	i	-2
O=C(CCNS(=O)(=O)c1ccccc1C(F)(F)F)NCCCc1ccccc1	?	.
Cn1c(=O)c2c3c(sc2n2c(SCc4ccccc4)nnc12)CCCC3	-17%	-20
COc1ccc(-c2cn3cc(Br)cnc3n2)cc1	?	.
Cc1ccc2c(c1)nnn2C1CCN(S(=O)(=O)c2ccc(C(=O)O)cc2)CC1	?	.
CC1(C)Cc2c(sc3nc(N/N=C/c4ccccc4)[nH]c(=O)c23)CO1	3%	-7
CN1CCN(C2=C(Cl)C(=O)N(C3CCCCC3)C2=O)CC1	-2%	0
COc1ccc2c(-c3ccccc3)cc(=O)[nH]c2c1	?	.
CC(C)(C)n1nc2c(c1NC(=O)c1ccc(S(=O)(=O)N3CCCC3)cc1)CSC2	?	.
CCOc1ccc(NC(=O)Cc2cccc3ccccc23)c([N+](=O)[O-])c1	-5%	14
Cc1ccc(S(=O)(=O)N2CCNC(=O)CC2)cc1	1%	1
CCCCN(C(=O)C(CCSC)N1C(=O)c2ccccc2C1=O)c1c(N)n(CCC)c(=O)[nH]c1=O (stereo not given)	?	.
Cc1csc(CNc2ncnc3ccc(-c4ccccc4Cl)cc23)c1	18%	4
Cc1ccccc1NC(=O)C(C)OC(=O)C1CC(=O)N(Cc2ccco2)C1 (stereo not given)	-1%	-10
COc1ccc(C(=O)Oc2ccc3c(c2)OCO3)cc1OC	?	.
CC1(c2ccc(OC(F)F)cc2)NC(=O)N(CC(=O)Nc2cccnc2Cl)C1=O (stereo not given)	11%	15
Cc1ccc(C(=O)NC(=S)Nc2ccccc2N2CCOCC2)cc1C	-7%	3
CC(C)CN(C)C(=O)CC1C(=O)NCCN1C (stereo not given)	0%	0
COc1cccc(-c2nn(-c3ccccc3)cc2C(=O)O)c1	?	.
CCN(C#N)c1nc(NC(C)C)nc(NC(C)(C)C)n1	?	.
CCCCCSc1ncccc1C(=O)O	?	.
CN(C)S(=O)(=O)c1ccc(NC(=O)c2c(F)cccc2Cl)cc1	-14%	-23
CSCCC(NC(=O)COc1ccccc1)C(=O)N1CCCC(C)C1 (stereo not given)	20%	20

Continued.
SMILES	S3 lipid droplet	S3 lipid droplet cell count max
COCCn1c(C)cc(C(=O)CSc2nncn2-c2ccccc2)c1C	?	.
CCN(CC)S(=O)(=O)c1ccc(NC(=O)Cn2cnc3ccccc3c2=O)cc1	i	.
Cc1cc2oc(=O)cc(CN3CCOCC3)c2cc1C(C)C	?	.
CCO[C@H]1OC(C(=O)N2CCN(Cc3ccc4c(c3)OCO4)CC2)=C[C@@H](C2CC2)[C@@H]1CCCO	-24%	-15
COc1cccc(C(C(=O)NC2CCCCC2)N(Cc2ccco2)C(=O)c2ccccn2)c1 (stereo not given)	?	.
CN(C(=O)COc1coc(CN2CCN(c3ccccc3)CC2)cc1=O)c1ccccc1	25%	-8
CCc1nnc(NC(=O)c2cc(-c3ccccc3)nn2-c2ccccc2)s1	8%	-10
Cc1ccc(NS(=O)(=O)c2ccc(C(=O)N3CC(C)OC(C)C3)cc2)cc1 (stereo not given)	?	.
Cc1nc2ccc(NC(=O)c3ccc(Cl)nc3)cc2s1	19%	23
COc1ccc2nc(NC(=O)c3ccccc3C(=O)O)sc2c1	7%	25
O=C1c2ccccc2NC(c2cccc(O)c2)N1c1ccccc1 (stereo not given)	?	.
COc1ccccc1/C=C/C(C)=O	0%	4
S=C1NC2=C(C(c3ccc(Br)cc3)N1)N1CCC2CC1 (stereo not given)	?	.
CCOC(CNC(=O)c1cccc([N+](=O)[O-])c1)OCC	i	.
O=C(CSc1nnc(COc2ccccc2)o1)Nc1ccc(F)cc1	?	.
CCCCn1c(N)c(N(CCOC)C(=O)COC(=O)CCOc2ccc(C)cc2)c(=O)[nH]c1=O	?	.
O=C(CN1C(=O)c2cccc3cccc(c23)C1=O)N1CCOCC1	1%	1
CCOC(=O)c1ccc(NS(=O)(=O)c2cc3c(cc2C)NC(=O)CO3)cc1	?	.
COCCN(CCOC)C(=S)Nc1ccccc1Cl	?	.
CCCCN1C(=O)C(=O)N(CC(=O)Nc2cc(OCC)c(N3CCOCC3)cc2OCC)C1=O	10%	-18
Cc1ccc(-n2c(O)c(C=Nc3ccc4c(c3)OCO4)c3ccccc3c2=O)cc1C	?	.
COc1ccc(NC(=O)c2cccnc2C(=O)O)c(OC)c1	i	.
O=[N+]([O-])c1ccccc1/C=N/OCc1ccccc1	-3%	10
CC(=O)Nc1ccc(S(=O)(=O)NNC(=O)COc2ccc(Cl)cc2Cl)cc1	?	.
Cc1ccc(S(=O)(=O)N(C)C)cc1NC(=O)COC(=O)CCC1CCCC1	20%	16

(listing goes on)
SMILES	S3 lipid droplet	S3 lipid droplet cell count max
Cc1ccc(C)c(NC(=O)COc2cccc3c2CCN(Cc2ccccc2C)C3=O)c1	?	.
O=C(COc1ccccc1F)Nc1ccc(-c2nc3ccccc3s2)cc1	?	.
Cn1nc(C(C)(C)C)c([N+](=O)[O-])c1C(=O)N1CCOCC1	?	.
O=C(COC(=O)/C=C/c1ccc(OC(F)F)cc1)Nc1cccc(S(=O)(=O)N2CCCC2)c1	25%	-23
COC(=O)CCN(c1ccccc1)S(=O)(=O)c1ccc(OC)cc1	?	.
CN(CC(=O)Nc1cccc(F)c1)C(=O)c1ccc(N2CCOCC2)c([N+](=O)[O-])c1	?	.
COc1ccccc1NC(=O)CN1CCN(S(=O)(=O)c2ccc(Br)cc2)CC1	i	.
CS(=O)(=O)N(CC(=O)NCc1ccc2c(c1)OCO2)Cc1ccc(Cl)cc1	?	.
CCSc1nnc(C)n1-c1ccc(C(=O)O)cc1	-123%	12
O=C(O)c1nccnc1C(=O)Nc1ccccc1N1CCOCC1	5%	22
Cc1ccc(S(=O)(=O)N2CCN(S(=O)(=O)c3c(C)n[nH]c3C)CC2)cc1C	?	.
Cc1nn(CC(=O)NC(=O)NC2CCCCC2C)c(=O)c(C#N)c1C (stereo not given)	?	.
Cc1ccc(-c2nc(COC(=O)C3=NN(c4ccccc4)C(=O)CC3)cs2)cc1	?	.
C/C(=N\Nc1ccc(Cl)c(C(=O)O)c1)c1cccc([N+](=O)[O-])c1	-3%	7
O=C(Nc1ccccc1)OCC1CCCN2CCCCC12 (stereo not given)	?	.
COC(=O)Nc1ccc(S(=O)(=O)N2CCCc3ccccc32)cc1	?	.
Cc1nnc(SCC(=O)Nc2ccccc2F)n1Cc1ccco1	20%	17
Cc1scc(-c2n[nH]c(=S)n2C(C)c2ccccc2)c1C (stereo not given)	?	.
CCOC(=O)c1sc(=S)n(-c2ccc(C)cc2)c1SC	i	-25
Cn1c(-c2ccc3c(c2)OCO3)cnc1N	i	.
COc1ccc(CNC(=O)COc2ccc(C)nc2[N+](=O)[O-])cc1	?	.
COC(=O)CC1C(=O)NCCN1C(=S)NC(=O)c1sc2ccccc2c1Cl (stereo not given)	11%	4
Cc1nn(C)c(C)c1CNC(=O)c1cc2n(n1)C(C(F)(F)F)CC(c1cccs1)N2 (stereo not given)	i	.
CCOC(=O)C1(c2csc(N)n2)COC(=O)C1 (stereo not given)	?	.
Cc1nc2c(c(C)nn2-c2ccccc2)c(C)c1CCC(=O)NCCCOC(C)C	i	-5

Further structures
SMILES	S3 lipid droplet	S3 lipid droplet cell count max
CC(C)OCCCNC(=O)c1ccc(N(C)S(C)(=O)=O)cc1	-1%	10
CCOc1ccccc1OCCCC(=O)Nc1cccc(-n2cnnn2)c1C	?	.
Cc1nc2ccc(C(=O)O)cc2c2c1CC(C)S2 (stereo not given)	-5%	-7
O=C(CC1=NCCNC(c2ccccc2)C1)c1ccccc1O (stereo not given)	?	.
Cc1cnc(C(=O)OC(C(=O)Nc2cc(C(F)(F)F)ccc2Cl)c2ccccc2)cn1 (stereo not given)	?	.
O=C(c1ccco1)N1N=C(c2ccc(Br)cc2)CC1(O)C(F)(F)F (stereo not given)	?	.
CCOC(=O)C1CCN(C(=O)Nc2ccc3nccnc3c2)CC1	10%	3
COc1ccc(N2CCN(C(=O)c3cc(C)on3)CC2)cc1	-14%	-22
O=C(CSc1ccccc1)N1CCCC(Nc2ccccc2)C1 (stereo not given)	i	.
COc1ccccc1/C=C\C=N\n1c(-c2ccc(Cl)cc2)n[nH]c1=S	?	.
CC(C)NS(=O)(=O)c1ccc2c(c1)NCC2	?	.
CC(C)NC(=O)CSc1ccccc1C(=O)N1CCN(S(=O)(=O)Cc2ccccc2)CC1	?	.
COc1ccc(C2C3=C(CC(C)(C)CC3=O)Oc3ncn(Cc4ccco4)c(=N)c32)cc1 (stereo not given)	?	.
CC1CN(S(=O)(=O)c2ccc(C(=O)OCc3ccc(C#N)cc3)cc2)CC(C)O1 (stereo not given)	?	.
COc1ccc(-c2ccc(-c3noc(-c4ccco4)n3)c(OC)n2)cc1	?	.
O=C(Nc1ccccn1)c1ccc2c(=O)n3c(nc2c1)CCCCC3	-9%	10
NC(=O)Nc1ccc(C(=O)OCC(=O)N2CCc3ccccc3C2)cc1	5%	25
S=C1CCSc2ccc(Cl)cc2N1	?	.
COc1ccc(CNC(=O)CSc2nnc(C(F)(F)F)n2C)cc1	?	.
NC(=O)c1ccc(-n2nnnc2SCC(=O)Nc2ccc(N3CCOCC3)c(Cl)c2)cc1	?	.
Cc1c(O)cc2n(c1=O)-c1ccc(Cl)cc1C2(C)C	-8%	-14
CCc1nn(CC(=O)NCCCN2CCc3ccccc3C2)c(=O)c2cc3sccc3n12	?	.
CCC1CCCCN1CCCNC(=O)Cn1c2ccccc2c2nc(=O)cc(C)n21 (stereo not given)	?	.
Cc1cccc(NCc2nnc(-c3ccccc3)o2)c1C	?	.
CCOC(=O)c1sc(NC(=O)c2ccc3ncsc3c2)nc1C	?	.

Ordered by length of the SMILES (lowest first): part of the list above
SMILES	S3 lipid droplet	S3 lipid droplet cell count max
S=C1CCSc2ccc(Cl)cc2N1	?	.
CC(C)NS(=O)(=O)c1ccc2c(c1)NCC2	?	.
Cc1nc2ccc(C(=O)O)cc2c2c1CC(C)S2 (stereo not given)	-5%	-7
Cc1cccc(NCc2nnc(-c3ccccc3)o2)c1C	?	.
O=C(CSc1ccccc1)N1CCCC(Nc2ccccc2)C1 (stereo not given)	i	.
O=C(CC1=NCCNC(c2ccccc2)C1)c1ccccc1O (stereo not given)	?	.
Cc1c(O)cc2n(c1=O)-c1ccc(Cl)cc1C2(C)C	-8%	-14
CCOC(=O)c1sc(NC(=O)c2ccc3ncsc3c2)nc1C	?	.
CCOC(=O)C1CCN(C(=O)Nc2ccc3nccnc3c2)CC1	10%	3
COc1ccc(CNC(=O)CSc2nnc(C(F)(F)F)n2C)cc1	?	.
CCOc1ccccc1OCCCC(=O)Nc1cccc(-n2cnnn2)c1C	?	.
O=C(Nc1ccccn1)c1ccc2c(=O)n3c(nc2c1)CCCCC3	-9%	10
O=C(c1ccco1)N1N=C(c2ccc(Br)cc2)CC1(O)C(F)(F)F (stereo not given)	?	.
COc1ccccc1/C=C\C=N\n1c(-c2ccc(Cl)cc2)n[nH]c1=S	?	.
CCc1nn(CC(=O)NCCCN2CCc3ccccc3C2)c(=O)c2cc3sccc3n12	?	.
NC(=O)c1ccc(-n2nnnc2SCC(=O)Nc2ccc(N3CCOCC3)c(Cl)c2)cc1	?	.
COc1ccc(C2C3=C(CC(C)(C)CC3=O)Oc3ncn(Cc4ccco4)c(=N)c32)cc1 (stereo not given)	?	.

Other results
SMILES	S3 lipid droplet	S3 lipid droplet cell count max
COCCNC(=O)C(c1ccc(Cl)cc1)N(CCOC)C(=O)CCC(=O)Nc1ccccn1 (stereo not given)	?	.
Cn1c(=O)[nH]c(=O)c2c1nc(N1CCNCC1)n2Cc1ccccc1Cl	i	.
O=C(CC(c1ccccc1)c1ccccc1)OCn1nnc2ccccc2c1=O	?	.
O=C(COC(=O)C1=COCCO1)Nc1ccc(OC(F)F)cc1	?	.
Cc1cc(C)c(C)c(S(=O)(=O)N2CCN(C(=O)CCC(=O)N3CCOCC3)CC2)c1C	-20%	-7
Cc1ccsc1/C=C(/C#N)C(=O)NCc1ccccc1	?	.
COC(=O)CNC(=O)c1cccc(F)c1	i	.
CC1Cc2nc(SCC(=O)Nc3ccccc3F)n(C)c(=O)c2S1 (stereo not given)	-1%	2
O=C(CSc1ccccc1)N1CCCC(N2CCN(c3ccc(F)cc3)CC2)C1 (stereo not given)	i	0
Cc1ccc(C(=O)N(CCC2=CCCCC2)c2c(N)n(Cc3ccccc3)c(=O)[nH]c2=O)o1	7%	-9
CC12CN3CC(C)(CN(C1)C3c1ccc(Br)cc1)C2=O (stereo not given)	?	.
COc1ccc(Cl)cc1NC(=S)N1CCN(c2ccccn2)CC1	1%	-28
CC1(N2CCCCC2)C(=O)c2ccccc2C1=O	-4%	18
O=C(N/N=C/c1cccc2nccnc12)c1ccncc1	4%	-10
COc1ccc(NC(=O)NCCCN2CCC(Cc3ccccc3)CC2)cc1	?	.
CN1C(=O)/C(=C\c2ccco2)N=C1c1ccc(Cl)cc1Cl	?	.
Cn1cccc1C(=O)NC(=O)COC(=O)CNC(=O)CNC(=O)c1ccc(Cl)cc1Cl	?	.
COc1cc(/C=C2\SC(=O)N(c3ccc(O)cc3)C2=O)cc(OC)c1OC	3%	17
CCC1CCCCN1CCCNC(=O)c1cn(C)c2ccc(S(=O)(=O)N(C)C3CCCCC3)cc2c1=O (stereo not given)	?	.
